# Screening results deposited in PubChem BioAssay by several laboratories.
# TNAP inh hiacc = human TNAP enzyme inhibitors, primary screen, biochemical, luminescent, high phosphate acceptor level, uHTS | purified TNAP, CDP-star luminescence, 1 M DEA | inhibition, % at 20 µM | AID 1135, 2008 | actives 0.03% (n = 200,000) | Alkaline phosphatase, tissue-nonspecific isozyme (Homo sapiens), P05186;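 active means over 50% inhibition of tissue-nonspecific alkaline phosphatase at 20 µM in the single-dose screen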;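 further: plate controls were DMSO wells for no effect and EDTA-quenched wells as full inhibition for full effect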
# Target sequence (P05186 whole entry, looked up): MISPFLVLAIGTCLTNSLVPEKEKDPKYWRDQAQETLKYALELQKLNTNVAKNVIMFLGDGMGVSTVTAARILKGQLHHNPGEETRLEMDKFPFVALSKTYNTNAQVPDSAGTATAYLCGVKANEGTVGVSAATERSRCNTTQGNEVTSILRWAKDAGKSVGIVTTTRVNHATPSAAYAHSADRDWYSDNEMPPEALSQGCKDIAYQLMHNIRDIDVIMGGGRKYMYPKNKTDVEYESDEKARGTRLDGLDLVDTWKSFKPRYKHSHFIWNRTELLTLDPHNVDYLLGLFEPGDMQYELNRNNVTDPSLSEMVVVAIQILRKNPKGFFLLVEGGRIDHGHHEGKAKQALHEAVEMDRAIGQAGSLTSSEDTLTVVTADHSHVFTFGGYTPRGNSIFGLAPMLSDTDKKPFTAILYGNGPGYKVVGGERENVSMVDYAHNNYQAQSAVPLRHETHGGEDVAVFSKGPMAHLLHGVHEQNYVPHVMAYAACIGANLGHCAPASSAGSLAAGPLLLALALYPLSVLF
# DTT redox prof = compounds producing H2O2 with reducing agent – biochemical, NIH compound library profiling, artefact control for MLSCN library redox annotation, primary screen | DTT-dependent redox cycling H2O2, phenol red/HRP absorbance; 100% = 100 µM peroxide control, 0% = buffer | activation, % at 10 µM | actives 0.03% (n = 200,000) | AID 878, 2007;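 active means activation of at least 50% relative to the plate's high and low controls in the primary single-dose screen; inactive means activation below 50%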;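 further: compound incubated with DTT at 0.8 mM final as the reducing agent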
# PMI activator = activators of human PMI, primary screen, biochemical, fluorescence intensity, near-Km mannose 6-phosphate; purified human PMI, coupled resazurin fluorescence, 20 min; stronger effect = higher value; 1 = vehicle control, 0 substrate-free wells; actives 0.005% (n = 190,000); activation factor at 20 µM; Mannose-6-phosphate isomerase (Homo sapiens), P34949;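 active means activation factor of 2 or more at 20 µM, relative to plate controls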
# Target sequence (P34949 whole entry, looked up): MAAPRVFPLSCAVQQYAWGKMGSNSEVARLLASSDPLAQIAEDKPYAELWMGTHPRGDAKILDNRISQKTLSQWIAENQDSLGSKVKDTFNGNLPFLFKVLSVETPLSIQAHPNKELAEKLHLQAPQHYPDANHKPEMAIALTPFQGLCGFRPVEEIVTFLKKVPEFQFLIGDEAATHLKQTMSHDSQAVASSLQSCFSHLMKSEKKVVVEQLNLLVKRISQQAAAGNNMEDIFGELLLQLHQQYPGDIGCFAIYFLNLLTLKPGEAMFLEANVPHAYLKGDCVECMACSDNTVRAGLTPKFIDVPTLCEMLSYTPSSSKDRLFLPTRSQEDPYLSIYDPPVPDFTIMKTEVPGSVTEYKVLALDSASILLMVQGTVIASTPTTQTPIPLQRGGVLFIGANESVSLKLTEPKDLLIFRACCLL
# RAM inhibit = inhibitors of the yeast RAM network, primary screen, dse1pr::URA3 reporter, 5-FOA selection; S. cerevisiae dse1pr::URA3 reporter, 5-FOA growth OD615, 2 d; analog-sensitive cbk1-as2 kinase mutant strain; inhibition, % at 50 µM; actives 1.8% (n = 190,000); AID 868, 2007;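 active means inhibition above a set limit, 3 SD over mean compound inhibition, cut at about 8.4% in these data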;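 further: 0% = DMSO-only wells with no growth and 100% = 10 µM 1-NA-PP1 full growth; inhibition rescues growth on 5-FOA so higher OD means more RAM inhibition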
# TNAP inh no acc = human TNAP enzyme inhibitors, primary screen, biochemical, luminescent, no phosphate acceptor, uHTS; purified TNAP, CDP-star luminescence, 30 min; AID 1012, 2008; Alkaline phosphatase, tissue-nonspecific isozyme (Homo sapiens), P05186; inhibition, % at 20 µM; actives 0.26% (n = 200,000);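 active means tissue-nonspecific alkaline phosphatase inhibition above about 50% at 20 µM in the single-dose screen, limit read from the data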;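 further: 0% = DMSO negative control and 100% = EDTA positive control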
# Efa HMGR inh = inhibitors of E. faecalis class II HMGR, primary screen, biochemical, Enterococcus faecalis | HMG-CoA reductase (Enterococcus faecalis, mvaE) | purified E. faecalis HMGR, NADPH absorbance 340 nm kinetic | inhibition, % at 10 µM | actives 0.41% (n = 190,000) | AID 1066, 2008;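 active means inhibition above a set limit, the median over all tested compounds plus 3 SD, cut at about 9.5% in these data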;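 further: enzyme runs in reverse so mevalonate oxidation gives rising NADPH absorbance; 0% = complete reaction with DMSO and 100% = background rate lacking mevalonate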
# L major viab = Leishmania major promastigote growth inhibition, primary screen; Leishmania major promastigotes, resazurin fluorescence viability; inhibition, % at 10 µM; actives 9% (n = 200,000); AID 1063, 2008; in the data active means inhibition above about 50%;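 further: promastigotes grown with compound for 44 hours at 28 °C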
# Hsp70 act = Hsp70 transcriptional activators, primary screen, cell-based, HeLa, Hsp70 promoter luciferase, luminescence, 10 µM; HeLa Hsp70 promoter luciferase reporter; scaled: vehicle 0, proteasome-inhibitor control 100%; activation, % at 10 µM; actives 0.04% (n = 200,000);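 active means activation above the mean across all tested compounds plus 3 SD, cutoff set per campaign, cut at about 5.5% in these data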;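 further: 100% = MG132 at 30 µM as the positive control and 0% = DMSO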
# S1P3 antagonist = S1P3 receptor antagonists, primary screen, cell-based; inhibition, % at 4.98 µM; Sphingosine 1-phosphate receptor 3 (Homo sapiens), Q99500; AID 485, 2006; CHO S1P3 NFAT-BLA reporter, FRET fluorescence, antagonist mode; actives 0.27% (n = 170,000);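 active means inhibition above the plate cutoff, the mean inhibition of test wells on that plate plus 3 SD, cut at about 28% in these data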;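 further: cells challenged with S1P at its EC80 of 0.8 µM; blue over green emission ratio from cleaved BLA substrate after 4 h stimulation; 0% = S1P-stimulated wells and 100% = unstimulated DMSO-only wells; some compounds past the cut are filed as inactive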
# PMI act hi M6P = human PMI activators, high substrate, primary screen, biochemical, fluorescence intensity, near-saturating mannose 6-phosphate; actives 0.34% (n = 190,000); coupled PMI enzyme assay, resazurin fluorescence, 20 min; stronger effect = higher value; 1 = untreated enzyme, 0 = substrate-free blank; AID 1216, 2008; activation factor at 20 µM;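 active means activation factor of 2 or more at 20 µM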
#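 assay system = human phosphomannose isomerase with PGI, G6PDH, diaphorase coupling enzymes | quantity = 15 ng/mL PMI | incubation = enzyme reaction with compound 20 min at room temperature | medium = HEPES pH 7.4 buffer with MgCl2 and Tween-20 | compound dosing = one concentration, 20 µM, in 1% DMSO | measured by = Diaphorase-driven resazurin-to-resorufin fluorescence, excitation 544, emission 590 nm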
# Active calls of the source: *; . = no result given. Not a hit list; 12% or so of the library scored in one or more.
SMILES,TNAP inh hiacc,DTT redox prof,Hsp70 act,PMI activator,L major viab,PMI act hi M6P,S1P3 antagonist,Efa HMGR inh,RAM inhibit,TNAP inh no acc
Cc1ccc(S(=O)(=O)N(C)/N=C/C=C/c2ccccc2)cc1,-1,0.3,-0.2,1.1,0,1.2,-15,-9,0.6,-11
COc1ccc(NC(=O)CN2CCc3ccccc3C2)cc1S(=O)(=O)N1CCOCC1,-7,-0.1,-0.2,1,70*,1,-11,-5,0.1,-10
CN(C)C(=O)Cn1c(=O)n(C)c2ccccc21,-5,-0.8,0.1,1.1,-4,1,-22,.,0.0,1
Cc1cc(C(=O)COC(=O)c2ccc(Br)o2)c(C)n1Cc1ccco1,-1,0.0,0.5,1,3,1,-14,3,10*,-8
O=C1CC(NCc2ccncc2)C(=O)N1c1ccc(Cl)cc1 (stereo unspecified),1,-1.4,-0.4,0.9,-7,0.8,.,-5,3.5,-4
O=C(CN1CCCCCCC1)N/N=C/c1ccc(F)c(F)c1,1,-0.5,-0.3,1.1,97*,0.9,0,-4,0.4,-5
CCOc1ccc(CCNC(=O)c2ccc(N3CCCC3=O)cc2)cc1OCC,-4,0.1,-0.2,1,7,1,.,-4,-1.0,-11
CCOC(=O)N1CCC(N2CCCC(CO)(Cc3ccccc3C)C2)CC1 (stereo unspecified),-1,-0.3,-0.1,0.9,88*,0.9,-8,3,0.8,-13
COc1cccc(-c2nnc(SCCOc3ccc4c(C)cc(=O)oc4c3)o2)c1,-6,1.6,0.0,1,5,1.1,.,2,3.2,-2
O=C(NCCn1cccn1)c1ccc(OC2CCN(C(=O)C3CC3)CC2)cc1,-2,-0.5,0.0,0.9,-5,0.9,7,-6,-0.4,-6
Cc1nc(SCc2ccc(OCCC(C)C)cc2)n[nH]1,-5,0.1,0.1,0.9,8,0.9,16,0,0.0,-104
CCSc1nc(C2CC2)cc(-c2cccs2)c1C#N,-4,0.1,0.2,0.9,-2,0.9,.,-11,1.7,-9
O=C(O)CC1(CC(=O)Nc2ccccc2C(=O)c2ccccc2)CCCC1,0,-2.1,-0.2,1.1,-1,1.1,-15,-3,1.5,-4
COc1cccc(-n2nnc3c(=O)n(Cc4cccc(F)c4)cnc32)c1,-4,-3.2,-0.3,1,-15,1,.,-1,6.0,-12
Cn1c(/C=C/N2CCOCC2)c(C(=O)c2ccc(Br)cc2)c(=O)n(C)c1=O,1,0.4,0.5,0.8,0,0.9,10,-10,1.5,-6
COCc1cc([C@@H]2C[C@H]3CN(c4ccccc4)C(=O)[C@]34CCCN24)ccc1OC,-9,-1.1,0.1,0.9,1,0.9,-9,-1,0.9,-12
CCN(CC)S(=O)(=O)c1ccc(C(=O)NCc2n[nH]c(=S)n2-c2ccc(Cl)c(Cl)c2)cc1,4,0.2,-0.3,0.8,-9,0.8,8,-5,0.1,0
COc1ccc(CCN2C(=NC(=O)CCC(=O)O)SC3CS(=O)(=O)CC32)cc1 (stereo unspecified),0,1.0,0.0,1,-4,1,.,-4,-0.5,-7
Nc1c(C(=O)OCC2CCCO2)c2nc3ccccc3nc2n1C1CCCCC1 (stereo unspecified),-7,1.4,0.1,0.9,-2,0.5,14,-2,0.8,-15
O=C(c1cccc(Cl)c1)C1CCCN(C(=O)c2ccoc2)C1 (stereo unspecified),-8,-1.5,-0.2,0.9,-1,1,16,5,-1.0,-11

# 5 compounds from above, arranged by their value in PMI act hi M6P, largest number first:
smiles | PMI act hi M6P
Cc1ccc(S(=O)(=O)N(C)/N=C/C=C/c2ccccc2)cc1 | 1.2
Cc1cc(C(=O)COC(=O)c2ccc(Br)o2)c(C)n1Cc1ccco1 | 1
CCSc1nc(C2CC2)cc(-c2cccs2)c1C#N | 0.9
O=C1CC(NCc2ccncc2)C(=O)N1c1ccc(Cl)cc1 (stereo unspecified) | 0.8
Nc1c(C(=O)OCC2CCCO2)c2nc3ccccc3nc2n1C1CCCCC1 (stereo unspecified) | 0.5

# Remaining list, next part:
SMILES,TNAP inh hiacc,DTT redox prof,Hsp70 act,PMI activator,L major viab,PMI act hi M6P,S1P3 antagonist,Efa HMGR inh,RAM inhibit,TNAP inh no acc
CCCCNC(C(=O)Nc1ccc([N+](=O)[O-])cc1Br)c1ccccc1 (stereo unspecified),-2,0.2,-0.1,1,0,1.1,3,-6,1.6,-8
COc1ccc(/C(O)=C2/C(=O)C(=O)N(CCCN(C)C)C2c2cccc(Cl)c2)cc1OC (stereo unspecified),4,0.6,-0.4,0.9,-5,1.1,5,1,-1.1,-5
COc1ccc(CC(=O)Nc2ccc(-c3nc4cc(C)ccc4o3)c(O)c2)cc1OC,-11,3.6,0.5,1.1,-8,1.1,-80,5,2.0,-57
COC(=O)c1sccc1NC(=O)CN(C)NS(=O)(=O)c1ccc([N+](=O)[O-])cc1,-1,-1.5,0.2,1,8,1.1,.,4,-1.2,-6
Cc1cc(C)cc(NC(=S)NCc2cccs2)c1,-1,0.1,-0.4,1.1,14,1.1,0,1,-0.1,0
Cc1cc(C(F)(F)F)c2sc(N)nc2n1,-4,-0.1,-0.3,1,-2,0.9,2,0,0.0,-9
CCCc1ccc(OCC(=O)Nc2cc(S(=O)(=O)CC)ccc2O)cc1,-8,-0.3,0.0,0.8,-15,0.8,2,10*,4.8,-6
COC(=O)CN1C(=O)CC(C)(C)S(=O)c2ccccc21 (stereo unspecified),-2,-0.3,-0.1,1,-7,1,-6,0,0.2,-17
Cc1nn(Cc2ccccc2Cl)c(C)c1NC(=O)CSc1n[nH]c(C)c1[N+](=O)[O-],2,0.2,-0.4,1,-5,1.2,10,-3,3.8,-24
CN(C)c1ccc(N/C=C/C(=O)c2ccccc2)cc1,8,2.4,0.2,0.6,100*,0.6,39,-6,0.7,7
COc1cc(OC)c2c(c1)C(=O)c1cc(OC)cc(OC)c1C2=O,-3,-5.3,0.0,1.1,-3,1.1,.,5,2.7,-6
COc1ccc(/C=C2\SC(=O)N(CCNC(=O)Cc3coc4cc(OC)ccc34)C2=O)cc1,-1,.,-0.2,1,59*,0.9,-18,-1,6.7,3
Cc1ccc(NC(=O)COC(=O)C(NS(=O)(=O)c2ccc(Cl)cc2)C(C)O)cc1C (stereo unspecified),0,0.0,-0.4,0.9,5,1,-10,-4,3.1,-9
COc1ccc(NC(C)=O)cc1CNC(=O)COc1c(C)c(C)cc(C)c1C,-2,-0.4,-0.4,1,12,1,-8,0,6.1,-8
CSc1nc(C)cc(C)c1S(=O)(=O)c1ccccc1C,-1,0.7,-0.3,0.9,18,1,.,-2,0.8,-6
O=C(NCc1cccnc1)c1ccccn1,3,18,-0.2,1,-10,0.9,6,2,0.1,-7
CCOc1ccccc1NC(=O)CSc1nnc2ccc(-c3ccncc3)nn12,-1,-1.0,0.4,1.1,1,1,9,-4,2.5,-8
COc1cc(C(=O)NCc2ccc3c(c2)OCO3)ccc1OCc1c(C)noc1C,-8,-1.6,-0.3,1,4,0.9,.,-2,2.3,-12
Cc1ccsc1C1Nc2ccc3ncccc3c2C2=C1C(=O)CC(C)(C)C2 (stereo unspecified),-3,1.5,-0.1,0.7,6,0.5,.,1,0.5,-16
Cc1cc(C)n(C(=O)CNC(=O)c2cccs2)n1,-5,0.1,-0.5,1.1,-1,1,.,-5,0.5,2
CCCCOc1ccc(N(CC(=O)NC(C)(C)CC)C(=O)CCC(=O)Nc2ccccn2)cc1,-11,0.0,-0.1,0.9,13,0.9,-3,2,0.9,-14
COc1ccccc1-c1cc(-c2ccccc2)nc(SC(C(N)=O)c2ccccc2)c1C#N (stereo unspecified),-3,-6.7,0.1,1,3,1,.,-4,0.2,-7
COc1ccc2c(CC(=O)Nc3nc(C)cs3)coc2c1,1,-0.8,-0.2,1,10,1,4,3,1.7,3
Cc1ccc2[nH]c3c(c2c1)CN(C(=O)CN1CCCc2ccccc21)CC3,-4,-0.8,-0.4,1.5,5,1.3,.,-3,0.3,14
Nn1cc(-c2ccccc2)nc1SCC(=O)N1CCN(S(=O)(=O)c2ccc(Cl)cc2)CC1,-2,-0.3,-0.3,1,0,1,10,-2,9.8*,-13
CCOC(=O)C1CCCN(c2ccc(NC(=O)c3snc4c(=O)[nH]cnc34)cc2)C1 (stereo unspecified),1,0.7,-0.1,1,76*,1.1,8,2,3.6,-6
Cc1ccccc1C(=O)NC1CCN(C(=O)N(c2ccccc2)c2ccccc2)CC1,3,2.0,-0.5,1.1,18,1,.,-2,0.6,7
CC(=O)Nc1ccc(C(=O)OC2CCCCC2=O)cc1 (stereo unspecified),-8,0.3,0.0,1.1,9,1,.,0,1.6,-19
CSC1=NCCN1C(=O)c1c(-c2ccccc2Cl)noc1C,-2,-1.4,0.3,1,0,1.1,-40,0,1.9,-13
O=C(CSc1ccc2c(c1)OCCO2)Nc1ccc(N2CCOCC2)cc1,-5,0.1,0.0,0.9,7,0.9,11,-1,2.7,-6
COc1ccc(C(=O)NC(=S)N2CC(C)OC(C)C2)cc1OC (stereo unspecified),-5,0.2,-0.2,1,-1,0.9,-15,-2,-0.7,-6
CN1C(=O)C(CC(=O)Nc2ccc(F)cc2)N(Cc2ccco2)C1=S (stereo unspecified),-3,1.3,-0.1,0.9,5,0.9,-13,-2,-0.5,-8
C/C(=N\Nc1ccccn1)c1ccc(C(C)C)cc1,0,-1.1,0.2,1,41,0.9,4,-4,2.2,-7

# A second format for part of the listing above.
# Sequence of screens – TNAP inh hiacc | DTT redox prof | Hsp70 act | PMI activator | L major viab | PMI act hi M6P | S1P3 antagonist | Efa HMGR inh | RAM inhibit | TNAP inh no acc
> COc1ccc2c(CC(=O)Nc3nc(C)cs3)coc2c1
    1 | -0.8 | -0.2 | 1 | 10 | 1 | 4 | 3 | 1.7 | 3
> Cc1ccc2[nH]c3c(c2c1)CN(C(=O)CN1CCCc2ccccc21)CC3
    -4 | -0.8 | -0.4 | 1.5 | 5 | 1.3 | . | -3 | 0.3 | 14
